Assay outcomes deposited in PubChem by National Center for Advancing Translational Sciences (NCATS).
BRCA1 expr up = activators of BRCA1 expression; MCF7-BRCA1-FFLuc reporter, luminescence, 48 h; response scale: scaled: vehicle 0%, 10 µM genistein 100%; Potency, µM (series often up to 46.1 µM), inactives show top-dose activation, actives largely listed as activators; 380,000 compounds, 1.1% hits; further: nearly all actives have a fitted effect of over 80% in size; some results filed as inactive show a strong effect at the top dose
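Cells: MCF7-BRCA1-FFLuc, 2000/well. Exposure: 48 h, 37 °C, 5% CO2. Read: luminescence, 15 min post-substrate. Controls: genistein 10 microM (maximal activation), DMSO (neutral).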
CXXC DNA block = blocks binding of human MLL CXXC domain to DNA; Q03164; MLL-CXXC / FITC-HOXA9 DNA fluorescence polarization; Potency, µM (titrated, usually from 115 µM), for inactives: at the top dose activity change, negative = inhibition, usual class: inhibitors; 290,000 compounds, 0.037% hits; AID 2662; active means well fitted inhibition curve with a large enough effect in the polarisation, with a control signal flat, not every such curve was filed as active; inconclusive means small, poorly fitted or top-dose-only effect, or effect the other way, or a change in a side signal; inactive means no such curve, though single readings can be large or run the other way; the % refers to the polarisation
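Fluorescence polarization: 7 uM MLL-CXXC (stock) preincubated 5 min with compounds, then 50 nM fluorescein-HOX-A9 DNA (stock) added; 30 min ambient. Buffer 50 mM Tris-HCl pH 7.5, 50 mM NaCl, 1 mM DTT, 0.05% BSA.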
p53 reactivator = mutant p53 re-activation in reporter cells | H1299 p53-A138V BP100-luciferase reporter, luminescence, 24 h | Potency, µM (titrated, usually from 92.2 µM), without a hit: top-dose activity change, positive = activation, most hits filed as activators | 320,000 compounds, 0.063% hits; further: % of control where 0% means no effect; nearly all actives have a fitted effect of over 45% in size
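H1299 (p53-null), stable ts p53-A138V + BP100-Luc; 1000 cells/well, Opti-MEM/10% FBS; cpd 4 pt, 1:5; 24 h, 37 deg C, 5% CO2; detection reagent 10 min RT; luminescence.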
RORgamma inh = inhibitors of mouse ROR gamma transcriptional activity; P51450; Drosophila S2 Gal4-RORgamma UAS-luciferase reporter, 20 h; Potency, µM (series often up to 53.6 µM), for inactives: top-dose activity change, negative = inhibition, usual class: inhibitors; 310,000 compounds, 5.4% hits; AID 2551; further: on the % scale 0 is the no-effect control and ±100 the full control effect; nearly all actives have a fitted effect of over 60% in size
Target sequence (P51450 whole entry, looked up, the tested form may be a part): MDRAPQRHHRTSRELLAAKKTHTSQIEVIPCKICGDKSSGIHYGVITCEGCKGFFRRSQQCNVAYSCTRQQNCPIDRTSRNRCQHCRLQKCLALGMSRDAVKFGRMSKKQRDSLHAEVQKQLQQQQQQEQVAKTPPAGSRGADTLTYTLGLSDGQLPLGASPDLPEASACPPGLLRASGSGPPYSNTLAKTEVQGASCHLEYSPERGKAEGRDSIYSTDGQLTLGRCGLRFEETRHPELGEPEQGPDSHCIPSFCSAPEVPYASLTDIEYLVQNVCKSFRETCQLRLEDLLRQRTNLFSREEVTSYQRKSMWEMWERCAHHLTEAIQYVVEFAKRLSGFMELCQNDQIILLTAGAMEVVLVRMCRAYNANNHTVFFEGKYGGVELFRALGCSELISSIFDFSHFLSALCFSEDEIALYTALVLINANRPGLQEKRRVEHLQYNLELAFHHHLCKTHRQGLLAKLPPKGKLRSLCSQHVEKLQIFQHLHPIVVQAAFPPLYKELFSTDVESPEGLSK
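Luciferase reporter read in Schneider cells carrying Gal4-RORγ (mouse) and UAS-Photinus luciferase; cells given compound 1 h before 700 uM copper sulfate induction, then incubated 20 h at ambient temperature.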
Rab9 prom act = Rab9 promoter activation; Huh7 Rab9 promoter-luciferase reporter, luminescence, 24 h; Potency, µM (highest dose often 9.22 µM), for the others: top-dose activation, negative = inhibition, most hits filed as activators; 320,000 compounds, 2.8% hits; further: % of control where 0% means no effect; nearly all actives have a fitted effect of over 60% in size
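Luminescence read-out: Huh7 cells stably expressing Rab9-luciferase, treated 24 h with compound at 37 °C, then lysed with luciferase reagent for 10 min at ambient before reading.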
VP16 counter = counter-screen for ROR gamma inhibitors: Gal4-VP16 reporter; Drosophila S2 Gal4-VP16 UAS-luciferase, luminescence, 20 h; AID 2546; 310,000 compounds, 3.5% hits; Potency, µM (doses to about 53.6 µM), without a hit: at the top dose activity, negative = inhibition, most hits filed as inhibitors;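 further: Gal4-VP16 expression switched on by copper sulfate through the metallothionein promoter; on the % scale 0 is the no-effect control and ±100 the full control effect; nearly all actives have a fitted effect of over 50% in size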
NPC1 promoter act = activators of NPC1 promoter; Huh7 NPC1 promoter luciferase reporter, 24 h; Potency, µM (highest dose often 9.22 µM), for inactives: top-dose activation, most hits filed as activators; 320,000 compounds, 2.4% hits;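 further: % of control where 0% means no effect; nearly all actives have a fitted effect of over 60% in size; reporter is driven by a mutant NPC1 promoter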
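NPC1 promoter–luciferase Huh7 cells; 24 h compound; luminescence.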
MBNL1-CUG inh = inhibitors of human MBNL1 binding to CUG repeat RNA; Q9NR56; TR-FRET MBNL1-His/biotin-(CUG)12 binding, 665/545 ratio; 280,000 compounds, 0.036% hits; AID 2675; Potency, µM (titrated, usually from 57.5 µM), without a hit: at the highest dose activity change, negative = inhibition, actives largely listed as inhibitors; active means well fitted inhibition curve with a large enough effect in the signal ratio, with a control signal flat, not every such curve was filed as active; inconclusive means small, poorly fitted or top-dose-only effect, or effect the other way, or a change in a side signal; inactive means no such curve, though single readings can be large or run the other way; the % refers to the signal ratio; further: on the % scale 0 is the no-effect control and ±100 the full control effect
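MBNL1-His + Biotin-(CUG)12, cpd titration 92 nM–58 uM; Tb anti-His Ab 0.055 ng/ul, SA-XL665 5 nM (final); 60 min RT; ratiometric 665/545 nm, Ex 340 nm; normalized to buffer and full-complex controls.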
ELG1 genotox = inducers of genotoxicity in HEK293T ELG1-luciferase cells | Potency, µM (top dose mostly 46 µM), without a hit: at the highest dose activity change, positive = activation, most hits filed as activators | HEK293T ELG1-luciferase reporter, luminescence, 16 h | 330,000 compounds, 1.3% hits; further: % of control where 0% means no effect; nearly all actives have a fitted effect of over 60% in size
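After overnight (16 hr) compound treatment at 37 °C, ELG1-luciferase HEK293T cells were lysed with ONE-Glo; luminescence quantified 30 min later at room temperature.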
uPA generation = inhibitors of cell surface uPA generation; cell surface uPA generation assay, qHTS; Potency, µM (series often up to 38.3 µM), without a hit: at the highest dose activity change, negative = inhibition, most hits filed as inhibitors; 330,000 compounds, 0.31% hits; AID 540303; active means well fitted inhibition curve with a large enough effect; inconclusive means small, poorly fitted or top-dose-only effect; inactive means no such curve, though single readings can be large or run the other way; tested in mouse RAW 264.7 cells; further: on the % scale 0 is the no-effect control and ±100 the full control effect; nearly all actives have a fitted effect of over 55% in size
FLuc counter = counter-screen for miR-21 project: firefly luciferase inhibitors or activators; P08659; purified FLuc, Km substrates, luminescence inhibition; Potency, µM (titrated, usually from 57.5 µM), for inactives: at the top dose activity change, negative = inhibition, hits mostly inhibitors; 360,000 compounds, 6.9% hits; AID 588342;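 further: plate controls were vehicle for no effect and reference inhibitor for full effect; nearly all actives have a fitted effect of over 55% in size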
Target sequence (P08659 whole entry, looked up): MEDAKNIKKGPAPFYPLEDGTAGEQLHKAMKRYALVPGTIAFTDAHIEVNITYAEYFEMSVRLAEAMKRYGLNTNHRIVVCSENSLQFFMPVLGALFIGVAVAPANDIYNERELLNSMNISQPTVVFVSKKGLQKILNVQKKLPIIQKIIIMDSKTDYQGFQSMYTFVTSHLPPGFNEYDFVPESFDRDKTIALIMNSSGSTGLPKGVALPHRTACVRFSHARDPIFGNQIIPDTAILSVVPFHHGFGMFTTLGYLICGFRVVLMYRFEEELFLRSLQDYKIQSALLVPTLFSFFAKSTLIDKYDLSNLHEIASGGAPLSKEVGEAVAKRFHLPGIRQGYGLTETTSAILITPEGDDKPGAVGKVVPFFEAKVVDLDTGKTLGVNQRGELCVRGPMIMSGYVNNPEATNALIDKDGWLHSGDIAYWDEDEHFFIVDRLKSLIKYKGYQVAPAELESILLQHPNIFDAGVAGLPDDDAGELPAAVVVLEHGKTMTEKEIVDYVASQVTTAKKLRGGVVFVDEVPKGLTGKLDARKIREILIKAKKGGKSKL
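Purified P. pyralis luciferase (10nM final) with 10uM D-luciferin and 10uM ATP (Km levels) in 50mM Tris acetate pH 7.5, 10mM Mg acetate, 0.01% Tween-20, 0.05% BSA; qHTS 6-point titration, ~60 µM downward; luminescence read.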
An asterisk follows results filed as active; ? = inconclusive; / = not tested or not shown; [ ] = another dose, or the depositor's remark. Unless noted, the call rests on the fitted dose curve; in most records, active means well fitted curve in the direction sought with a large enough effect; inconclusive means small, poorly fitted or top-dose-only effect, or another doubt; inactive means no such curve, though single readings can be large; an effect the other way counts as inactive or inconclusive. Potency means the concentration at half of the fitted maximal effect.

entry	SMILES	BRCA1 expr up	CXXC DNA block	p53 reactivator	RORgamma inh	Rab9 prom act	VP16 counter	NPC1 promoter act	MBNL1-CUG inh	ELG1 genotox	uPA generation	FLuc counter
1	Cc1onc(-c2ccccc2)c1C(=O)N[C@@H]1C(=O)N2[C@@H]1SC(C)(C)[C@@H]2C(=O)O	/	6.1%	6.7%	17.2%	-1.8%	-7.2%	-4.4%	-22.5%	1.9%	/	9.1%
2	COc1ccc(-n2nc(C(=O)NCC(=O)Nc3cccc(C)n3)c3ccccc3c2=O)cc1	2.4%	2.6%	-0.4%	33.8%	-1.6%	-1.9%	-0.8%	8.0%	-15.2%	-2.1%	2.3%
3	N#CCSCC(=O)Nc1ccc(F)cc1	-0.3%	-0.5%	-1.8%	-3.1%	-3.1%	3.1%	2.0%	9.1%	-4.2%	5.1%	2.7%
4	O=C(NCC(=O)N(Cc1cccs1)C(C(=O)NC1CCCC1)c1ccco1)c1cccs1 (stereo not given)	-19.4%	-3.1%	-14.2%	19.8%	0.3%	-3.3%	0.6%	-5.7%	-10.5%	7.9%	0.6%
5	COc1cc(NC(=O)Cc2ccc([N+](=O)[O-])cc2)c(C(=O)O)cc1OC	24.6%	7.0%	6.9%	10.8%	0.6%	1.3%	0.6%	?	0.1%	1.8%	-0.9%
6	O=C(O)CCSc1nc(C(F)(F)F)cc(=O)n1-c1ccccc1	10.7%	-10.7%	-3.5%	16.9%	-5.0%	-0.5%	1.2%	0.0%	-0.6%	2.0%	-1.0%
7	COc1ccc(CN2C(=O)c3ccccc3C(/C=N\OCc3ccc(C)cc3)C2=O)cc1 (stereo not given)	-47.6%	-9.5%	-0.3%	12.4%	2.6%	6.0%	5.3%	3.4%	-6.6%	2.8%	16.9µM*
8	Cc1cc(C(=O)N/N=C/c2ccc([N+](=O)[O-])cc2)c(C)o1	37.6%	-5.0%	17.0%	-39.8%	11.1%	?	10.8%	?	7.4%	-5.3%	26.9µM*
9	CCOc1ccc(C(=O)Oc2ccc(NC(C)=O)cc2)cc1	/	49.4%[activator]	-8.7%	5.4%	-19.2%	-2.3%	-2.4%	12.4%	-0.4%	/	-7.6%
10	CN(Cc1ccccc1)S(=O)(=O)c1ccc(S(=O)(=O)N(Cc2ccc(F)cc2)C2CCCC2)cc1	-1.1%	-6.5%	3.8%	29.1%	-1.8%	3.5%	-1.8%	-5.5%	-6.8%	/	0.1%
11	CCC1CCCCN1C(=O)c1ccc2c(c1)C(=O)N(c1ccc(C)cc1)C2=O (stereo not given)	-2.7%	26.7%	1.9%	-14.2%	-0.1%	6.9%	1.5%	?	-0.8%	-9.0%	0.8%
12	C=CCc1ccccc1OCC(O)CN1CCN(c2ccc(OC)cc2)CC1 (stereo not given)	-3.0%	0.1%	26.6%	0.1%	-10.4%	-9.6%	-4.1%	-7.3%	-3.7%	1.8%	0.0%
13	O=C(Nc1ccc(N2CCOCC2)cc1)C1CCN(S(=O)(=O)c2ccccc2F)CC1	-4.8%	1.5%	4.4%	31.7%	-4.9%	2.3%	-3.1%	-13.4%	-0.3%	-4.5%	-3.3%
14	CC1CCCN(C(=O)c2nn(C)c3c2CSc2ccccc2-3)C1 (stereo not given)	58.6%	/	4.6%	19.5%	1.9%	?	-3.7%	13.5%	9.4%	1.8%	-19.4%
15	N#Cc1ccsc1NC(=O)COC(=O)c1cc(Br)ccc1O	0.0%	3.2%	3.2%	-2.5%	?	-0.8%	16.0%	/	14.5%	-3.2%	9.53µM*
16	COCCN1C(=O)c2oc3ccccc3c(=O)c2C1c1ccc(C(=O)OC)cc1 (stereo not given)	20.9%	0.7%	1.4%	3.8%	2.2%	-9.8%	-1.8%	7.5%	3.2%	13.7%	4.3%
17	O=C(Cn1cnc2cc([N+](=O)[O-])ccc2c1=O)NC(c1ccccc1)c1ccccc1	3.9%	5.3%	8.3%	7.1%[10 µM]	-4.5%	4.8%	-7.4%	/	4.3%	-19.2%	-0.5%
18	COCCN(C(=O)C1CC(=O)N(Cc2ccccc2)C1)c1nc(-c2ccc([N+](=O)[O-])cc2)cs1 (stereo not given)	0.0%	/	-4.7%	/	-0.5%	/	-5.0%	/	-1.8%	?	6.2%
19	S=C(NCc1ccncc1)Nc1ccc(Cl)cc1	-2.4%	-0.5%	-2.0%	?	-6.9%	0.5%	-0.7%	11.2%	-2.0%	1.3%	4.6%
20	O=S(=O)(Nc1ccc(N2CCOCC2)cc1)c1cccs1	17.6%	-0.8%	2.5%	8.4%	4.5%	3.9%	1.1%	-1.2%	-0.3%	8.6%	-5.6%
21	Cn1cc(Br)c(C(=O)N/N=C/c2cc3c(cc2Cl)OCO3)n1	?	3.5%	/	/	?	/	2.82µM*	?	?	?	6.01µM*
22	NC(=O)NCCc1ccccc1	0.6%	2.4%	6.9%	-5.7%	-1.0%	-3.6%	1.1%	-0.6%	2.5%	3.3%	-0.6%
23	Cc1csc(NC(=O)CNS(=O)(=O)c2cccs2)n1	17.2%	3.9%	-0.2%	-0.3%	-0.3%	-0.6%	-2.4%	-10.0%	0.2%	-1.3%	-1.3%
24	O=S(=O)(c1ccc(Cl)cc1)N1CCN(c2ccccn2)CC1	6.0%	16.3%	/	25.1%	-0.4%	7.8%	-5.9%	1.2%	-1.4%	2.5%	0.4%
25	CN(CC(=O)NCc1ccccn1)S(=O)(=O)c1ccc(F)cc1	-0.8%	-0.6%	0.6%	-21.1%	-8.5%	9.8%	-1.4%	19.2%	0.8%	-9.1%	-2.2%
26	CCOC(=O)CSc1nc2ccc(S(=O)(=O)N3CCOCC3)cc2[nH]1	0.8%	10.3%	1.4%	26.2%	1.1%	0.4%	9.4%	-9.2%	0.5%	-1.2%	2.3%
27	Nc1ccc(-c2nc3cc(N)ccc3n2CCO)cc1	-5.6%	-10.8%	1.5%	-16.4%	0.5%	-4.0%	0.6%	9.7%	0.1%	2.9%	-0.1%
28	O=C(NCCCN1CCOCC1)c1cccnc1SCc1ccccc1Cl	-1.8%	-1.5%	1.0%	18.4%	-4.8%	-6.4%	-2.1%	?	-6.6%	2.6%	-3.5%
29	COC(=O)c1ccc(CNC(=O)c2ccc(NS(=O)(=O)c3ccc4[nH]c(=O)[nH]c4c3)cc2)cc1	1.2%	/	0.7%	/	0.6%	/	-1.5%	/	2.5%	1.4%	3.2%
30	COc1cc(C2C(C#N)=C(C)NC3=C2C(=O)CC(C)(C)C3)ccc1O (stereo not given)	-8.7%	4.4%	-10.0%	42.4%	-2.8%	?	0.5%	11.1%	-3.7%	5.8%	2.1%
31	COCCn1c(=O)[nH]c2cc(C(=O)N3CCN(c4ccccc4F)CC3)ccc2c1=O	0.6%	-3.4%	-7.7%	-1.1%	-6.5%	-0.5%	1.0%	-5.2%	-15.6%	13.5%	0.7%
32	Cc1nn(CC(=O)Nc2sc3c(c2C#N)CCC(C(C)(C)C)C3)c(C)c1[N+](=O)[O-] (stereo not given)	-10.6%	-6.3%	-1.4%	-14.9%	-0.1%	7.9%	-4.6%	-8.8%	1.5%	3.5%	1.2%
33	COc1ccccc1N/C=C/c1onc(C)c1[N+](=O)[O-]	?	16.3%	/	11.2µM*	0.398µM*	?	1µM*	/	?	?	0.301µM*
34	O=C(Nc1ccccc1)O/N=C1\CCCCC1c1ccc([N+](=O)[O-])cc1[N+](=O)[O-] (stereo not given)	-18.7%	-1.5%	2.7%	15.3%	-0.8%	2.9%	-2.0%	?	-1.4%	0.5%	4.8%
35	COc1ccc(C2CC(=O)N(CCCN(C)CCc3ccc(OC)c(OC)c3)C2)cc1 (stereo not given)	-12.2%	1.4%	-0.7%	-3.3%	-2.8%	-1.6%	-6.4%	-8.9%	-12.8%	10.3%	-1.9%
36	Cc1ccc(S(=O)(=O)N(C)CC(=O)NCc2ccncc2)cc1	0.9%	-1.4%	0.4%	-15.2%	-3.7%	-0.8%	-4.9%	-2.0%	-1.9%	2.7%	-0.5%
37	O=c1cc(CSc2nnnn2-c2ccccc2)nc2scc(-c3ccccc3)n12	16.7%	13.2%	-8.0%	31.6%	-13.3%	-3.5%	0.0%	-2.0%	-0.2%	1.2%	-1.9%
38	COc1ccc(-c2[nH]nc3c2C(c2ccoc2)C(C#N)=C(N)O3)cc1 (stereo not given)	-25.1%	4.6%	-2.6%	?	-3.3%	0.3%	-1.6%	-0.4%	-1.4%	5.1%	2.8%

Some of the compounds tested, so the mix of outcomes need not match the whole.
